Screening results as filed in PubChem.
MT stabilize HCS: microtubule stabilizers in HeLa cells, primary screen, imaging, high-content imaging | 0.83% of 200,000 active | HeLa tubulin immunostaining HCS, 24 h; share of cells brighter than vehicle mean+2SD | AID 2205, 2009 | % tubulin-high responders, % at 10 µM;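 active = plate Z-score above 3 for both tubulin-high and condensed-nucleus cell shares, with cell loss under 80%, at 10 µM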;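 also: anti alpha tubulin signal scored within the nucleus-defined area of each cell; some results filed as inactive read as strong as hits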
b-catenin transl: modulators of beta-catenin nuclear translocation, primary screen, imaging, HeLa cells, immunofluorescence, high-content | nuclear translocation activity, % at 5 µM | 0.3% of 190,000 active;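 active = nuclear translocation activity above 50% at 5 µM, with a well cell count of 50 or more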;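 also: per-cell ratio of nuclear to cytoplasmic median beta-catenin stain intensity; plate controls were DMSO negative control for no effect and GSK-3 inhibitor IX positive control for full effect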
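Test system: human HeLa cell line; Doses: 5 µM primary, 0.02–20 µM confirmation; Incubation: 24 h compound exposure, 37°C; Detection: beta-catenin immunofluorescence imaging with DAPI; Read-out: beta-catenin nuclear/cytoplasmic ratio, % activation.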
P. falciparum M1AAP: P. falciparum M1AAP inhibitors, biochemical, fluorogenic H-Leu-NHMec substrate, 1536-well (AID 1445); recombinant M1AAP, H-Leu-NHMec fluorogenic kinetic assay; higher % means a stronger effect; one-dose inhibition, % at 30 µM; IC50 in µM for titrated hits; 0.42% of 220,000 active; Aminopeptidase N (Plasmodium falciparum (isolate 3D7));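 active = primary inhibition above the hit cutoff, then over 50% inhibition at one or more dose response concentrations, cut at about 23% in these data, passing the limit was not always enough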;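 also: plate controls were DMSO full reaction for no effect and no enzyme background for full effect; strong numbers were not always called active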
Autophagy HCS: autophagy modulators in MEF cells, primary screen, imaging, high-content, MEF GFP-LC3; 0.98% of 190,000 active; calls only at 10 µM (by protocol); MEF GFP-LC3 puncta imaging; test concentration mostly 10 µM;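 active = percentage of spot-positive cells more than 3 SD above its plate mean, without a fluorescence outlier flag or 80% toxicity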;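 also: spot-positive cell cutoff set from DMSO-treated cells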
T cell modulator: modulators of CD8 T cell-vesicle binding, primary screen, mouse 2C CD8+ T cells, flow cytometry; 2C CD8+ T cell-vesicle binding; hits give low values; calls only at 7 µM; 0.068% of 330,000 active; AID 2052, 2009;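 active = response, share of CD8 T cells binding vesicles, and their 90th percentile fluorescence all below set limits, cut at about 80% in these data, passing the limit was not always enough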
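Test system: purified 2C TCR transgenic mouse naive CD8+ T cells. Probe or stimulus: QL9-peptide-loaded Drosophila micro-vesicles bearing Ld, ICAM-1 and B7-1. Incubation: binding step 1.5 h, 37 °C, antibody labelling 20 min, ice. Measured by: flow cytometry of vesicle-bound cells.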
Dynein cargo inh: inhibitors of GR-EGFP nuclear translocation, primary screen, dynein cargo transport inhibitor project, imaging, high-content, 3617.4 mouse cells. test concentration mostly 20 µM; stimulated with dexamethasone, 1 µM; hits give low values. z-score, hits read low. 0.47% of 220,000 active. AID 1381, 2008;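 active = plate z-score of nuclear minus cytoplasmic receptor signal below a set negative limit, without overly bright fluorescence or cell loss, cut at about -3.5 in these data, passing the limit was not always enough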;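 also: z-score of nuclear minus cytoplasmic ring GR-EGFP intensity difference per well; some compounds called inactive have numbers as strong as hits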
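Buffer or medium: tet-free medium with charcoal-stripped serum / Also added: dexamethasone agonist, 1.0 µM final, for 30 min / Timing: induction 48 h, compound 1 h, agonist 30 min / Measured by: high-content fluorescence imaging after fixation / Read-out: nuclear-to-cytoplasmic GR-EGFP distribution per well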
WT yeast gro inh: growth inhibition of WT strain, primary screen, mitochondrial fusion inhibitor project, WT and mutant strains, chemical genetic. mitochondrial fusion phenotypic screen. AID 1362, 2008. inhibition, % at 10 µM. 2.1% of 190,000 active; in the data active = inhibition above about 58%; tested in S. cerevisiae
Yfh1-off respiration: enhancers of respiration in Yfh1-depleted yeast, dose response, Friedreich's ataxia, plus single-dose screen (AID 1465). one-dose fold induction at 50 µM; EC50 in µM for titrated hits. 0.074% of 220,000 active. S. cerevisiae Yfh1-off respiration, WST-1 reduction, 72 h; higher fold induction means a stronger effect;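 active = fold induction of absorbance versus untreated yeast above a set limit, then at least 30% activation at any dose in follow-up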;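 also: activators that raise dye reduction in frataxin-depleted yeast; strong numbers were not always called active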
M17LAP inhibition: P. falciparum M17LAP inhibitors, primary screen, biochemical, fluorogenic H-Leu-NHMec substrate, 1536-well (AID 1619). recombinant M17LAP, H-Leu-NHMec fluorogenic kinetic assay; higher % means a stronger effect. one-dose inhibition, % at 30 µM; IC50 in µM for titrated hits. 0.38% of 220,000 active;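 active = compound inhibiting the enzyme by more than half at any dose during confirmatory dose-response retesting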;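 also: plate controls were full reaction with DMSO carrier for no effect and no enzyme background for full effect; strong numbers were not always called active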
WT yeast gro inh mutant strain: further read-out of WT yeast gro inh, marked with its call; inhibition, %; mitochondrial fusion phenotypic screen, mutant strain inhibition
Dynein cargo inh cytoplasmic EGFP: recorded beside Dynein cargo inh, whose call it bears; z-score; measured here: cytoplasmic GR-EGFP intensity; hits give high values
Dynein cargo inh nuclear GR-EGFP: also measured in Dynein cargo inh; calls as there; z-score; measured here: nuclear GR-EGFP intensity;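 lower value marks the stronger effect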
Dynein cargo inh cell count: further read-out of Dynein cargo inh, marked with its call; z-score; measured here: cell count per field
b-catenin transl cell count 5 µM: second read-out of b-catenin transl, no call of its own (marks repeat the call); cell count; measured here: cell count, cytotoxicity flag
T cell modulator vesicle-bound %: also measured in T cell modulator; calls as there; double positive events, %; measured here: CD8+ vesicle-bound cell fraction;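 binding gate set so that unloaded-vesicle control wells show 10% double positive cells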
MT stabilize HCS Hoechst-high %: further read-out of MT stabilize HCS, marked with its call; % Hoechst-high responders; measured here: nuclear condensation Hoechst responders;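 share of cells brighter than vehicle mean plus two SD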
MT stabilize HCS cytotoxicity %: recorded beside MT stabilize HCS, whose call it bears; toxicity, %; measured here: cytotoxicity by cell density;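 0% = mean cell density of plate MIN control wells and 100% = no cells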
Autophagy HCS cell loss 18 h: also measured in Autophagy HCS; calls as there; toxicity, %; measured here: cell loss, nuclei count;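 cell loss after 18 h compound exposure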
Starred values were filed as active, the others as inactive; i = inactive; . = not tested or not shown. Outcome played no part in choosing rows; 4.4% or so of the library scored in one or more.

SMILES	MT stabilize HCS	MT stabilize HCS Hoechst-high %	MT stabilize HCS cytotoxicity %	b-catenin transl	b-catenin transl cell count 5 µM	P. falciparum M1AAP	Autophagy HCS	Autophagy HCS cell loss 18 h	T cell modulator	T cell modulator vesicle-bound %	Dynein cargo inh	Dynein cargo inh cytoplasmic EGFP	Dynein cargo inh nuclear GR-EGFP	Dynein cargo inh cell count	WT yeast gro inh	WT yeast gro inh mutant strain	Yfh1-off respiration	M17LAP inhibition
COc1ccc(-n2cnc3cc(N)ccc32)cc1	3.7	1.7	6.7	0.0	1093	0%	i	-1	i	13	-0.82	-0.28	-0.82	1.1	-14	-5	i	-3%
Cc1ccc(C)c(NC(=O)c2ccc(S(=O)(=O)C(F)F)cc2)c1	6.8	2.5	3.0	0.7	985	4%	i	10	i	20	0.94	-0.27	0.64	-0.064	0	4	i	0%
CC(O)[C@H]1CNC(=S)N1CCc1cccc(F)c1 (stereo partly specified)	.	.	.	-1.1	1183	2%	.	.	i	32	-0.69	-0.56	-0.28	0.23	.	.	i	7%
CC(CCN(C)C)OC(=O)c1ccc(C(C)c2ccccc2)o1 (stereo unspecified)	6.0	3.7	6.9	-0.2	702	0%	i	-5	i	14	-0.83	-0.093	-0.17	0.72	-45	-43	i	6%
COc1ccc(C(=O)C2CCCN(C(=O)c3ccccc3C(C)=O)C2)cc1F (stereo unspecified)	3.5	1.8	5.1	-2.0	1045	-1%	i	18	i	46	-1.3	0.17	-0.51	1.1	-3	6	i	-8%
Nc1nn(-c2ccccc2)nc1C(=O)OCc1ccccc1	.	.	.	-0.6	1348	13%	.	.	i	39	-1.6	1.9	0.16	0.47	.	.	i	0%
COC(=O)CC1Nc2ccccc2SC1=O (stereo unspecified)	2.2	2.6	8.4	.	.	-7%	i	-3	i	28	-0.46	-0.22	0.0038	0.17	-3	3	i	-6%
COc1ccc2c(=O)c3c(=O)n(Cc4ccco4)c(-c4ccco4)nc3oc2c1	1.8	1.9	6.6	2.7	1225	31%	i	4	i	30	0.16	-0.066	0.19	-0.058	5	-8	i	7%
CCOC(=O)Cn1nc(C)c(NC(=O)c2ccc(Cl)c([N+](=O)[O-])c2)c1C	6.7	1.4	9.9	-2.7	1124	3%	i	4	i	62	0.093	-0.22	-0.11	0.32	-15	0	i	-7%
COc1ccc(NC(=O)c2c(C(F)(F)F)nn(C)c2SCc2ccccc2Cl)cc1	1.5	1.6	7.2	.	.	0%	i	1	i	31	.	.	.	.	19	9	i	-8%
COc1ccc(C(=O)Nc2ccc(N3CCN(c4ccc(OC)cc4)CC3)c(C#N)c2)cc1	2.3	2.9	1.9	-0.6	1012	-1%	i	-3	i	57	-0.13	-0.053	0.14	-0.15	4	8	i	-8%
COc1cccc(-n2c(C)nn(CCOc3ccccc3)c2=O)c1	3.8	3.0	5.2	-4.5	1130	8%	i	-2	i	52	1.2	-0.11	1.3	-1.4	-10	14	i	0%
O=C1c2[nH]nc(-c3ccccc3O)c2C(c2ccccc2F)N1Cc1ccco1 (stereo unspecified)	4.1	3.0	14	-3.4	1195	-4%	i	-32	i	24	1.8	-0.063	1.6	-3	6	5	i	16%
O=C(N/N=C/c1c[nH]c2ccccc12)c1ccn(Cc2ccc(Cl)cc2)n1	1.6	1.5	2.2	3.4	1301	9%	i	33	i	47	-0.54	-0.17	-0.38	-0.017	11	11	i	4%
Cc1cccc(C)c1OCCNC(=O)CCC(=O)c1ccccc1	2.3	2.0	4.3	-1.3	966	-5%	i	2	i	37	-0.19	-0.26	-0.24	0.21	-2	-2	i	-7%
CC1CCN(S(=O)(=O)c2ccc3c(c2)oc(=O)n3CC(=O)N2c3ccccc3CC2C)CC1 (stereo unspecified)	6.8	1.9	8.8	-0.9	1198	11%	i	6	i	38	-0.31	-0.2	-0.15	-0.21	13	4	.	10%
C/C(=C\c1ccccc1)C(=O)NCc1ccco1	3.0	1.6	12	-4.0	1033	6%	i	2	i	38	0.44	-0.33	0.13	-0.37	-20	3	i	2%
CCn1cc(C2=NC(C(C)C)CO2)c2ccccc21 (stereo unspecified)	3.9	2.2	6.1	-1.4	1102	9%	i	12	i	18	-0.74	-0.19	-0.18	0.94	14	13	i	6%
CCCCCc1nc2c(=O)n(C)c3ccccc3c2o1	2.2	1.8	10	-0.5	1472	-9%	i	-2	i	33	0.72	-0.19	0.53	-0.32	5	7	i	-7%
O=c1c2ccccc2n(Cc2ccccc2F)c(=O)n1Cc1ccccc1F	2.7	2.3	4.7	0.3	810	7%	i	-4	i	43	0.41	-0.041	0.15	-1.2	-9	17	i	-1%
COCCN1Cc2cccc(C(=O)NC(C)CCc3ccco3)c2C1=O (stereo unspecified)	2.4	2.6	6.6	-0.7	1048	9%	i	0	i	65	0.022	0.087	0.27	-1.9	-7	12	i	-11%
CCC(C)(C)NC(=O)CN(C(=O)C(=O)Nc1ccc2c(c1)OCCO2)C(C)(C)CC	2.6	2.0	24	1.1	1410	3%	i	1	i	35	-0.13	-0.37	-0.39	0.68	-7	7	i	2%
Cc1cc(NC(=O)CSc2nc3ccccc3c(=O)n2CCCC(=O)NCc2ccco2)n[nH]1	4.9	2.8	2.9	.	.	9%	i	3	i	11	0.33	-0.3	0.19	0.17	-6	6	i	-5%
CCNC(=S)NNC(=O)c1cc(-c2ccc(OCC)cc2)nc2ccccc12	2.6	1.4	8.2	1.9	1269	10%	i	-22	.	.	-0.19	-0.23	0.33	0.7	66*	62*	i	0%
O=C(Nc1ccc2oc(-c3cccnc3)nc2c1)c1ccc([N+](=O)[O-])o1	6.8	1.1	29	0.1	1459	3%	i	1	.	.	1.6	-0.19	0.37	-0.92	3	15	i	-7%

Record cards, as listed above. Values in the order: MT stabilize HCS | MT stabilize HCS Hoechst-high % | MT stabilize HCS cytotoxicity % | b-catenin transl | b-catenin transl cell count 5 µM | P. falciparum M1AAP | Autophagy HCS | Autophagy HCS cell loss 18 h | T cell modulator | T cell modulator vesicle-bound % | Dynein cargo inh | Dynein cargo inh cytoplasmic EGFP | Dynein cargo inh nuclear GR-EGFP | Dynein cargo inh cell count | WT yeast gro inh | WT yeast gro inh mutant strain | Yfh1-off respiration | M17LAP inhibition
Profile of `CCC(C)(C)NC(=O)CN(C(=O)C(=O)Nc1ccc2c(c1)OCCO2)C(C)(C)CC` → 2.6 | 2.0 | 24 | 1.1 | 1410 | 3% | i | 1 | i | 35 | -0.13 | -0.37 | -0.39 | 0.68 | -7 | 7 | i | 2%
Profile of `CCn1cc(C2=NC(C(C)C)CO2)c2ccccc21` (stereo unspecified) → 3.9 | 2.2 | 6.1 | -1.4 | 1102 | 9% | i | 12 | i | 18 | -0.74 | -0.19 | -0.18 | 0.94 | 14 | 13 | i | 6%
Profile of `CCOC(=O)Cn1nc(C)c(NC(=O)c2ccc(Cl)c([N+](=O)[O-])c2)c1C` → 6.7 | 1.4 | 9.9 | -2.7 | 1124 | 3% | i | 4 | i | 62 | 0.093 | -0.22 | -0.11 | 0.32 | -15 | 0 | i | -7%

(cont.)
SMILES	MT stabilize HCS	MT stabilize HCS Hoechst-high %	MT stabilize HCS cytotoxicity %	b-catenin transl	b-catenin transl cell count 5 µM	P. falciparum M1AAP	Autophagy HCS	Autophagy HCS cell loss 18 h	T cell modulator	T cell modulator vesicle-bound %	Dynein cargo inh	Dynein cargo inh cytoplasmic EGFP	Dynein cargo inh nuclear GR-EGFP	Dynein cargo inh cell count	WT yeast gro inh	WT yeast gro inh mutant strain	Yfh1-off respiration	M17LAP inhibition
CC1CCCCC1NC(=O)COC(=O)c1c2c(nc3ccccc13)/C(=C/c1ccco1)CC2 (stereo unspecified)	3.0	3.0	13	0.1	986	19%	i	-7	i	17	-1.1	3.2	-0.27	0.16	1	1	i	-1%
Cc1ccc(NS(=O)(=O)c2ccc(OCC(N)=O)cc2)cc1	4.1	2.1	6.6	-4.3	1099	4%	i	15	i	52	0.041	-0.3	0.17	0.46	-6	2	i	5%
COc1ccc(/C(=C/c2ccc(OC(F)F)c(OC)c2)C(=O)O)cc1OC	3.7	2.6	9.4	-1.4	1094	2%	i	12	i	38	1.2	-0.003	1.4	-2.4	-5	-10	i	22%
Cc1ccccc1NS(=O)(=O)c1cc(C(=O)N2CCCC2)ccc1C	1.9	2.5	3.0	1.1	1028	5%	i	-5	i	55	-0.19	0.068	-0.15	0.49	-8	4	i	22%
O=c1[nH]cc(O)c(=O)[nH]1	.	.	.	-0.1	1106	-3%	.	.	i	49	-0.9	-0.2	-0.45	0.53	.	.	i	-3%
CCN(CC)S(=O)(=O)c1cc(C(=O)Nc2ccccc2[N+](=O)[O-])ccc1Cl	7.0	1.4	2.7	0.7	1101	4%	i	-1	i	44	-1	-0.093	-0.49	0.52	-2	-2	i	5%
Cc1cc(-c2onc(C)c2C(=O)O)no1	.	.	.	-4.2	1205	3%	.	.	i	28	1.3	-0.24	0.59	-0.19	.	.	i	-2%
NC(N)=NS(=O)(=O)c1ccc(NC(=S)NC(=O)c2sc3ccccc3c2Cl)cc1	5.1	2.9	2.4	0.9	935	4%	i	56	i	8	-0.0066	-0.23	-0.23	-0.24	11	4	i	10%
